Source: PubChem
TGFb inhibitor: qHTS for Inhibitors of TGF-b; HepG2 CAGA-GFP TGF-b/SMAD3 reporter, GFP fluorescence, 18 h; TGF-beta stimulated, 500 pg/mL final; Potency, µM (series often up to 46.1 µM), inactives show top-dose activity, negative = inhibition, usual class: inhibitors; 410,000 compounds, 1.2% hits; note: potency is the fitted concentration of half-maximal effect; % is set by controls: 0 for no effect and ±100 for the full control effect; nearly all actives have a fitted effect of over 65% in size
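GFP signal (ex488/em500-530) from TGF-beta-stimulated HEPG2 CAGA-GFP cells, 500 pg/mL final, 18 h at 37 degrees C in DMEM plus 1% FBS, normalized to unstimulated and DMSO-stimulated controls.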
IL1B secr inh: qHTS for Inhibitors of Inflammasome Signaling: IL-1-beta AlphaLISA Primary Screen; 360,000 compounds, 4.7% hits; activity change, % at 57.5 µM; THP-1 LPS/ATP IL-1B secretion, AlphaLISA, 16 h; active compounds read low; in the data active = activity change below about -50%; inconclusive = mostly about -30% to -49%; note: % is set by controls: 0 for no effect and ±100 for the full control effect
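Secreted IL-1B measured by AlphaLISA bead assay after 16 h compound exposure of THP-1 cells; compounds (final up to 57.5 uM) added 1 h before LPS (250 ng/mL) and ATP (1.25 mM) stimulation; lower signal means less secretion.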
Nrf2 block: Nrf2 qHTS screen for inhibitors | AID 504444, 2011 | 360,000 compounds, 2.1% hits | A549 ARE-Fluc reporter, luciferase luminescence, 18-24 h | Potency, µM (highest dose often 46 µM), without a hit: at the top dose activity change, negative = inhibition, most hits filed as inhibitors; note: potency is the fitted concentration of half-maximal effect; % is set by controls: 0 for no effect and ±100 for the full control effect; nearly all actives have a fitted effect of over 60% in size
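Reporter: ARE-Fluc in A549. Exposure: 18-24 h, 37 °C, 5% CO2, 5% FBS OPTI-MEM. Readouts: fluorescent cytotoxicity (CellTiter-Fluor), then luminescent Nrf2 signal after BugLite.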
ATXN viability: Viability Counterscreen for Primary qHTS for Inhibitors of ATXN expression; Potency, µM (highest dose often 56.7 µM), usual class: cytotoxic; S2 cells (HEK-293 line with an ATXN2-luciferase reporter) viability, CellTiter-Fluor protease fluorescence, 24 h; 400,000 compounds, 0.49% hits; AID 651635, 2014; note: potency is the fitted concentration of half-maximal effect; nearly all actives have a fitted effect of over 40% in size
MCF10A rereplic: A quantitative high throughput screen for small molecules that induce DNA re-replication in MCF 10a normal breast cells | MCF 10A DNA re-replication, Hoechst nuclear intensity, 48 h | Potency, µM (series often up to 46.1 µM), for inactives: at the highest dose activity, positive = re-replication, hits mostly activators | 350,000 compounds, 2.9% hits | AID 624296, 2012; note: potency is the fitted concentration of half-maximal effect; % of control where 0% means no effect; nearly all actives have a fitted effect of over 50% in size
ATXN2 expr inh: Primary qHTS for Inhibitors of ATXN expression; HEK-293 ATXN2-luciferase reporter, luminescence, 24 h; Potency, µM (top dose mostly 57 µM), without a hit: at the highest dose activity change, negative = inhibition, actives largely listed as inhibitors; 360,000 compounds, 0.72% hits; note: potency is the fitted concentration of half-maximal effect; % is set by controls: 0 for no effect and ±100 for the full control effect; nearly all actives have a fitted effect of over 55% in size
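qHTS (up to 57 uM final) was run with 24 h compound exposure of reporter cells at 37 °C. Each well was multiplexed: SteadyGlo luminescence measured ATXN2-luciferase expression after a fluorogenic Gly-Phe-AFC viability readout (25 uM final).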
Nrf2 activator: qHTS of Nrf2 Activators | 410,000 compounds, 0.31% hits | Potency, µM (highest dose often 46.1 µM), inactives show at the highest dose activation, hits mostly activators | AREc32 ARE-luciferase reporter (MCF7-derived line), luminescence, 24 h; note: potency is the fitted concentration of half-maximal effect; % of control where 0% means no effect; nearly all actives have a fitted effect of over 65% in size
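AREc32 cells carrying an ARE-driven firefly luciferase reporter were seeded at 1000 cells/well in OPTI-MEM with 5% FBS, then exposed to compound for 24 hr at 37 deg C. Luminescence was read with Steady-Glo after 30 min at RT.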
A549 tox: Nrf2 qHTS screen for inhibitors: counterscreen for cytotoxicity; 390,000 compounds, 0.16% hits; Potency, µM (highest dose often 46 µM), for the others: at the top dose activity change, negative = cytotoxicity, usual class: inhibitors; A549 ARE-Fluc cells, CellTiter-Fluor viability, 18-24 h; note: potency is the fitted concentration of half-maximal effect; % is set by controls: 0 for no effect and ±100 for the full control effect
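Cytotoxicity counterscreen: CellTiter-Fluor fluorescence was measured in A549 ARE_Fluc cells after 18-24 h of compound exposure in a concentration series. The subsequent BugLite luminescent read reports ARE-luciferase activity.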
HepG2 tox: qHTS for Inhibitors of TGF-b: Cytotox Counterscreen | HepG2 CAGA-GFP viability, ATP luminescence, 18 h | Potency, µM (titrated, usually from 46.1 µM), for inactives: at the top dose activity change, negative = cytotoxicity, usual class: cytotoxic | 410,000 compounds, 0.76% hits | AID 588856, 2011; note: potency is the fitted concentration of half-maximal effect; some results filed as inactive show a strong effect at the top dose
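CellTiter-Glo luminescence gave cytotoxicity after 18 hours at 37 degrees C. The cells were HepG2 CAGA-GFP in 1% FBS DMEM, stimulated with 500 pg/mL TGF-beta after compound addition. %Activity was normalised to no-cell wells (complete cell-killing) and DMSO (no toxicity), and curves were fitted and classified.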
Starred values were filed as active, the others as inactive; i = inactive; ? = inconclusive; · = not tested or not shown; & = joins results of further samples; [ ] = remark or other dose. Unless noted, calls come from the whole dose curve; as a rule, active = well fitted curve in the direction sought with a large enough effect; inconclusive = small, poorly fitted or top-dose-only effect, or another doubt; inactive = no such curve, though single readings can be large; an effect the other way counts as inactive or inconclusive. Rows are unselected; 8.8% or so of the library scored in one or more.

| structure | TGFb inhibitor | IL1B secr inh | Nrf2 block | ATXN viability | MCF10A rereplic | ATXN2 expr inh | Nrf2 activator | A549 tox | HepG2 tox |
| --- | --- | --- | --- | --- | --- | --- | --- | --- | --- |
| Cc1cccc(CC(=O)N2CCOCC2)c1 | -21% | -9 | -6% | i | 12% | · | -0.2% | 13% | -11% |
| CCN(CC)CCn1c2c(c(SCC(=O)Nc3ccc(C(C)C)cc3)nc1=O)CCCC2 | 31%[activator] | -50* | 13% | i | 3% | -6% | -0.7% | -14% | -4% |
| O=C(/C=C/c1ccccc1[N+](=O)[O-])NCCN1C(=O)S/C(=C\c2ccc(F)cc2)C1=O | 6% | 33 | 8% | i | 12% | 9% | 3.4% | 0% | -16% |
| COc1ccc(N2CCN(CCNC(=O)Nc3ccc(C)c(Cl)c3)CC2)cc1 | -7% | -30 | -4% | i | ? | · | 7.0% | 5% | -35% |
| C#CCN1C=CC(=O)[C@@H](OC(=O)Nc2ccc(C)cc2)[C@H]1c1ccccc1Br | ? | 20 | ? | i | 1% | -3% | 2.9% | -8% | -15% |
| N#CCCSCc1ccc2oc(C(=O)O)cc2c1 | 8% | -2 | 4% | i | 0% | -6% | 0.2% | -8% | -28% |
| COc1cccc(N2C(=O)C(CC(=O)Nc3cccc(F)c3)N(C3CCCC3)C2=O)c1 (stereo not given) | -16% | · | 13% | · | · | · | -0.6% | -2% | -4% |
| S=c1[nH]nc(-c2ccc(Cl)cc2)n1CCCN1CCOCC1 | -5% | -2 | -5% | ? | 28% | · | 0.2% | 2% | -9% |
| CCCN(Cc1ccco1)S(=O)(=O)c1ccc(OC)c(OC)c1 | -8% | -15 | 2% | i | 6% | · | 2.7% | -1% | -1% |
| O=C(Nc1ccc(N2CCCC2)cc1)c1ccc([N+](=O)[O-])cc1Cl | 3% | -2 | -5% | ? | -6% | · | 1.0% | -16% | -4% |
| COc1ccc(OC)c(NC(=O)C2CC(=O)N(CCc3ccccc3)C2)c1 (stereo not given) | 0% | 5 | -4% | ? | 1% | -17% | 0.8% | -3% | 1% |
| CCOC(=O)c1ccc(NC(=O)c2ccc3c(c2)c(C)c(C)n3Cc2ccc(F)cc2)cc1 | ? | · | ? | · | · | · | -0.3% | -6% | -18% |
| CC(=O)c1ccc(N2CCN(C(=O)C3CCN(S(=O)(=O)Cc4ccccc4)CC3)CC2)cc1 | -1% | 14 | -24% | i | 17% | -5% | 0.0% | 5% | -16% |
| CCCc1[nH]nc2c1C1(C(=O)N(C(C)C)c3ccccc31)C(C#N)=C(N)O2 (stereo not given) | 21% | -6 | -7% | i | 2% | 2% | 0.0% | -2% | -10% |
| COCc1c(C(=O)N/N=C(\C)c2ccncc2)nnn1-c1nonc1N | 5% | 8 | 16% | ? | 15% | · | -0.3% | 6% | -12% |
| COCC(=O)N1C[C@H]2CON(C)[C@H]2C[C@H]1c1cccc(-c2ccc(C#N)cc2)c1 | -14% | 13 | 23% | i | -31% | 12% | 2.9% | 2% | 7% |
| CCOC(=O)C(C)Oc1c(C(=O)OC)sc2ncccc12 (stereo not given) | -23% | 20 | 0% | i | 8% | -11% | 3.1% | 0% | 35% |
| COC(C/C=C\[C@H](O)[C@@H](C)OCc1ccccc1)OC | 1% | 34 | 3% | i | -17% | 5% | 1.4% | -2% | 37% |
| CCN(C(=O)CSc1nc2ccccc2n1Cc1ccc(F)cc1Cl)c1ccccc1 | ? | · | · | i | · | 1% | 0.4% | 0% | -6% |
| S=c1[nH]nc(C(c2ccccc2)C2CCCCC2)o1 (stereo not given) | ? | 17 | 9% | i | -4% | 1% | 0.1% | -2% | -8% |
| CS(=O)(=O)c1ccc(C(=O)OCC(=O)NC2CCS(=O)(=O)C2)cc1[N+](=O)[O-] (stereo not given) | -11% | -10 | 6% | i | -3% | 6%[11.3 µM] | -0.2% | 1% | -1% |
| COCCn1c(SCc2nnc(-c3ccccc3)o2)nc2sc3c(c2c1=O)CCC3 | -2% | 0 | -33% | ? | 25% | -3% | 3.0% | -9% | 10% |
| CC1Cc2cc(S(=O)(=O)NCCc3ccc(Cl)cc3)ccc2N1C(=O)C1CCC1 (stereo not given) | ? | · | -17% | i | · | -33% | 2.6% | 4% | -20% |
| CCC(=O)c1ccc(N2CCN(C(=O)c3cc([N+](=O)[O-])ccc3F)CC2)c(F)c1 | 6% | -11 | -1% | i | 10% | 13% | 2.5% | -6% | -3% |
| CCOC(=O)c1csc(-c2ccc(COC(=O)c3ccccc3)o2)n1 | 8% | 22 | · | i | · | 19% | 0.4% | · | 5% |
| COc1cccc(NCc2cc(=O)oc3cc(C)c(O)cc23)c1 | 1% | -6 | 9% | ? | 16% | -9% | 13% | 4% | -16% |
| O=C1CC(c2ccco2)CC(O)=C1C=Nc1ccccc1-c1ccccc1 (stereo not given) | -7% | -29 | ? | i | -4% | 6% | ? | -16% | -21% |
| Cc1ccc(CNC(C)(C)CO)cc1 | 2% | 16 | -2% | i | -2% | 4% | 0.2% | 7% | 0% |
| Cc1ccc(NC(=O)CCCc2nc3ccccc3s2)c(O)c1 | -27% | 95 | -16% | i | ? | 0% | 17% | -10% | -23% |
| Cc1ccc(C(=O)NCCCNC(=O)COc2ccc(C)c(C)c2)cn1 | 21% | 23 | 7% | i | -11% | -9% | -0.5% | -3% | -4% |
| Cc1cc2cc(CN(CC3CCCO3)C(=S)Nc3ccccc3)c(=O)[nH]c2cc1C (stereo not given) | ? | -15 | -23% | ? | 10µM* | -29% | 0.3% | ? | -17% |
| Cc1cccc(N(Cc2ccc(Cl)cc2)S(C)(=O)=O)c1 | 12% | -13 | 0% | i | -26% | 3% | 0.1% | 2% | 3% |
| COc1cc(OC)c(OC)cc1C=Cc1ccc2ccccc2n1 | -24% | -19 | · | · | · | · | 31% | · | -28% |
| COc1ccc(CSc2nc3ccccc3[nH]2)cc1 | -13% | -2 | ? | i | -9% | 0% | -0.4% | -24% | -60% |
| O=C(CCS(=O)(=O)Cc1ccccc1F)NCc1ccccc1Cl | -1% | -2 | 0% | i | 0% | 2% | 0.4% | 1% | 13% |
| Cn1c(NCCCO)nc2c1c(=O)n(Cc1ccccc1F)c(=O)n2C | 2% | 0 | -26% | i | -3% | 2% | -0.6% | -8% | -2% |
| COc1ccccc1N1N=C(C(=O)c2ccccc2)C2C(=O)N(c3ccc(Br)cc3)C(=O)C21 (stereo not given) | 11% | 5 | -9% | i | ? | -16% | 2.5% | ? | 14% |
| C#CCOc1ccc(/C=C2/C(=O)ON=C2C)cc1OCC | 0% | -88* | -7% | ? | ? | -33% | 2.5% | -1% | 0% |
| CN(C(=O)CSc1nc(-c2ccccc2)c(-c2ccccc2)o1)C1CCS(=O)(=O)C1 (stereo not given) | 0% | -29 | -2% | i | 6% | -15% | -0.2% | 6% | -9% |
| CCCCCC(=O)N1CCN(CCN=CC2=C(O)CC(c3ccc(OC)cc3)CC2=O)CC1 (stereo not given) | -13%&3% | 1&16 | 3%&13% | i | 2%&-3% | -1%&1% | -0.2%&-0.6% | 0%&1% | -3%&-7% |
| O=C(O)CCCNC(=O)/C(=C\C=C\c1ccccc1)NC(=O)c1ccccc1Cl | -14% | 0 | -3% | i | -20% | 2% | 0.9% | -5% | 4% |
| CN(C)CCCN(C(=O)c1ccc(S(=O)(=O)N2CCCCCC2)cc1)c1nc2ccc(Br)cc2s1 | ? | -101* | 26µM* | ? | ? | 32µM* | -1.6% | ? | 22µM* |
| COc1ccc(-c2cc(C(C)=O)c(C)n2CCC(=O)NCc2ccccc2OC)cc1 | 0% | · | · | · | · | · | 20% | 4% | -19% |
| Cc1ccc(-c2nc(C)c(CCNC(=O)c3ccccc3Br)s2)cc1 | -9% | · | · | ? | · | 3% | 0.4% | -10% | -28% |
